# High-throughput results deposited in PubChem by Broad Institute.
# T cruzi growth: T. cruzi proliferation inhibition; T. cruzi beta-gal in NIH3T3, GalScreen luminescence, 90 h; inhibition, % at 8.34 µM; actives 5.9% (n = 77,000);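 active = mean inhibition above about 93%, with at least 55% of replicates each passing it, limit read from the data, passing the limit was not always enough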
# GASC1 inh: inhibitors of human demethylase GASC-1 KDM4C; Q9H3R0; GST-KDM4C 2-372, H3K9me3 peptide, LANCE TR-FRET; inhibition, % at 12.5 µM; actives 0.15% (n = 96,000);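 active = mean replicate inhibition above about 25%, with at least 55% of replicates also reaching it, limit read from the data, passing the limit was not always enough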
# Target sequence (Q9H3R0 2-372 limits assumed): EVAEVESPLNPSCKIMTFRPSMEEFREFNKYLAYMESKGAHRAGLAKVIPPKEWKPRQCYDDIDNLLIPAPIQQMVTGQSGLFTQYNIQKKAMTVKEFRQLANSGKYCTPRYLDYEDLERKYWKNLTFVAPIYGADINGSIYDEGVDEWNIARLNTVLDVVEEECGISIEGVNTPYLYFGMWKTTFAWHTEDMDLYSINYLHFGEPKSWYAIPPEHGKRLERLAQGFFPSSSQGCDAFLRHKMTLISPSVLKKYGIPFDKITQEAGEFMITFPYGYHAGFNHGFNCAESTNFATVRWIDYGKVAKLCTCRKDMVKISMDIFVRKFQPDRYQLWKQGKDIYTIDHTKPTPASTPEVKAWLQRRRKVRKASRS
#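 material = GST-tagged GASC-1 (JMJD2C) catalytic fragment, aa 2-372 | amount = enzyme final amount 10 nM | medium = HEPES buffer, pH 7.5, plus ascorbate | also added = H3K9me3 peptide substrate, Fe(II), 2-oxoglutarate | dosing = single dose | times = 30 min demethylation and 1 h detection at room temperature | detection = LANCE TR-FRET | read-out basis = Fall in 671/618 emission ratio as inhibition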
# Pf Dd2 inh: P. falciparum Dd2 growth inhibition; SYBR Green, 72 h; active compounds read low; actives 2.3% (n = 94,000); activity change, % at 10 µM; in the data active = activity change below about -80%
# C diff growth: inhibitors of Clostridium difficile growth. Clostridium difficile clinical isolate growth, OD600, 24 h; active compounds read low. growth activity, negative = inhibition, % at 16 µg/mL (by protocol). actives 0.25% (n = 86,000). AID 1259249;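 active = mean growth activity at or below -80% and every replicate also at or below -80%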;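 also: 0% = DMSO wells and -100% = levofloxacin 16 µg/mL wells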
# * marks the source's active call; other numbers are inactive results; / = no result given; & = joins results of further samples.
mol	Pf Dd2 inh	GASC1 inh	C diff growth	T cruzi growth
O=C(C1CC1)N1CC(=O)N2[C@H](CO)[C@H](c3ccc(Br)cc3)[C@H]2C1	31	0.5	-5	/
C[C@H](CO)N1C[C@H](C)[C@@H](CN(C)Cc2ccc3c(c2)OCO3)OCCCC[C@H](C)Oc2ccc(NS(=O)(=O)c3cn(C)cn3)cc2C1=O	-2	0.0	/	13
COc1ccc2c3c(n(C)c2c1)[C@@H](CO)N(C(=O)C1CC1)CC31CN(Cc2cccc(F)c2)C1	-17	-1.0	-8	/
COc1ccc(-c2cn(CC[C@H]3CC[C@@H](NS(=O)(=O)c4ccccc4C)[C@@H](CO)O3)nn2)cc1	-3	-0.4	0	107*
C[C@@H]1CCCCO[C@H](CN(C)C(=O)Nc2ccc3c(c2)OCO3)[C@@H](C)CN([C@H](C)CO)C(=O)c2cc(NC(=O)Nc3ccc(F)cc3)ccc2O1	-57	-0.9	-8	43
COCC#Cc1ccc([C@@H]2[C@H](CO)N3C(=O)CN(C(=O)C4CCOCC4)C[C@@H]23)cc1	-18	0.1	9	/
COCCNC(=O)C[C@@H]1C[C@@H]2c3cc(NC(=O)NC4CCCCC4)ccc3O[C@@H]2[C@H](CO)O1	-2	0.7	/	-12
C[C@@H](NC(=O)C[C@H]1CC[C@@H]2[C@@H](COc3ccc(NS(=O)(=O)c4ccc(Cl)cc4)cc3C(=O)N2C)O1)c1ccccc1	15	-1.7	-16	46
CC(C)CC#Cc1cnc2c(c1)C(=O)N([C@H](C)CO)C[C@@H](C)[C@H](CN(C)S(=O)(=O)c1cn(C)cn1)O2	-6	0.6	-1	28
Cc1ccc(S(=O)(=O)Nc2ccc3c(c2)C(=O)N([C@@H](C)CO)C[C@H](C)[C@@H](CN(C)S(=O)(=O)c2ccc(Cl)cc2)O3)cc1	-57	-1.5	-3	/
C[C@H]1CN([C@@H](C)CO)C(=O)c2cc(NC(=O)C3CC3)ccc2O[C@@H]1CN(C)Cc1ccc(C(=O)Nc2ccccc2N)cc1	-18	-0.8	2	62
CO[C@@H]1CN(C)C(=O)c2ccc(NC(=O)c3ccno3)cc2OC[C@@H](C)N(S(C)(=O)=O)C[C@H]1C	31	4.1	-5	/
C[C@H](CO)N1C[C@H](C)[C@H](CN(C)C(=O)Nc2ccc(F)cc2)Oc2c(NS(C)(=O)=O)cccc2C1=O	17	-1.1	-1	-7
N#Cc1cccc(-c2ccc3c(c2)[C@@H]2[C@@H](CCN2C(=O)c2ccncc2)[C@@H](CO)N3)c1	-61	-2.0	-3	103*
C[C@H](CO)N1C[C@H](C)[C@H](CN(C)Cc2ccc(C(=O)O)cc2)Oc2c(NS(=O)(=O)c3ccc(F)cc3)cccc2C1=O	28	1.1	/	86
CCC(=O)N[C@@H]1C=C[C@@H](CC(=O)NCc2ccccc2OC)O[C@H]1CO	-6	-0.9	-1	-94
O=C(c1ccccn1)N1CC2(C1)[C@H](c1ccccc1)[C@@H](CO)N2Cc1ccc(F)cc1	-38	-0.8	4	/
C[C@H](CO)N1C[C@H](C)[C@@H](CN(C)C(=O)c2ccccc2)OCCCC[C@H](C)Oc2ccc(NS(=O)(=O)c3ccc(F)cc3)cc2C1=O	-6	2.0	3	47
C[C@@H]1CN([C@@H](C)CO)C(=O)c2cccc(NC(=O)C3CCOCC3)c2O[C@H]1CN(C)Cc1ccc(C(F)(F)F)cc1	3	-0.1	7	42
C[C@@H]1CN([C@@H](C)CO)C(=O)c2cc(NC(=O)Nc3cccc4ccccc34)ccc2O[C@@H](C)CCCCO[C@H]1CN(C)CC1CCCCC1	-72	0.2	-14	121
OC[C@H]1[C@@H](c2ccc(-c3ccccc3F)cc2)[C@H]2CN(Cc3cccnc3)CCCCN21	-8	0.4	-1	54
COc1ccc(S(=O)(=O)Nc2cccc3c2O[C@@H](CN(C)Cc2ccc(-c4ccccc4)cc2)[C@H](C)CN([C@H](C)CO)C3=O)cc1	-66	-2.0	12	75
C[C@H](CO)N1C[C@H](C)[C@@H](CN(C)C(=O)C2CC2)Oc2ncc(-c3ccccc3F)cc2C1=O	22	-0.2	/	28
C[C@H]1CN([C@@H](C)CO)C(=O)c2cccc(NC(=O)C3CCCCC3)c2O[C@@H]1CN(C)C(=O)Nc1ccc(F)cc1	-13	-3.1	0	-21
CN1C(=O)c2cc(NC(=O)C3CCCC3)ccc2OC[C@@H]2O[C@@H](CC(=O)O)CC[C@@H]21	9	-0.5	-2	2
C[C@@H]1CCCCO[C@@H](CN(C)C(=O)Nc2ccc(F)cc2)[C@H](C)CN([C@H](C)CO)C(=O)c2cc(NS(=O)(=O)c3ccccc3)ccc2O1	-71	-2.8	5	58
COCCNC(=O)C[C@@H]1C[C@@H]2c3cc(NC(=O)CN(C)C)ccc3O[C@@H]2[C@H](CO)O1	15	-0.3	-6	53
COc1ccccc1C(=O)Nc1ccc2c(c1)C(=O)N(C)C[C@H](OC)[C@@H](C)CN[C@H](C)CO2	11	0.0	/	-46
O=C(C[C@@H]1CC[C@H]2[C@@H](COC[C@H](O)CN2S(=O)(=O)c2ccc(Cl)cc2)O1)N[C@H]1CCN(Cc2ccccc2)C1	-26	1.4	/	22
C[C@H]1CN([C@@H](C)CO)C(=O)c2cccc(NC(=O)c3ccncc3)c2O[C@@H]1CN(C)Cc1ccc(Cl)c(Cl)c1	-32	0.2	8	94
COc1ccc(S(=O)(=O)N(C)C[C@@H]2Oc3ccc(NC(=O)Nc4ccc(F)cc4)cc3C(=O)N([C@H](C)CO)C[C@@H]2C)cc1	-9	-1.8	/	93
COc1ccc(NC(=O)Nc2ccc3c(c2)C(=O)N([C@H](C)CO)C[C@@H](C)[C@H](CN(C)S(C)(=O)=O)O3)cc1	18	1.0	-3	-86
Cc1noc(C)c1NC(=O)Nc1ccc2c(c1)C(=O)N([C@H](C)CO)C[C@H](C)[C@H](CN(C)C(=O)Nc1ccc(F)cc1)OCCCC[C@@H](C)O2	17	-0.6	1	-4
Cn1cnc(S(=O)(=O)N2CCCCN3[C@@H](CO)[C@@H](c4ccc(-c5ccccc5)cc4)[C@@H]3C2)c1	24	1.6	-3	114*
Cc1ccc(S(=O)(=O)N[C@H]2C=C[C@H](CC(=O)NCCN3CCCCC3)O[C@H]2CO)cc1	-2	-0.3	/	-46
CN1c2ccc(-c3cccc(F)c3)cc2[C@@H]2[C@@H](CCN2C(=O)C2CCCC2)[C@@H]1CO	-6	2.7	56	79

# Part of the list above, with two lines to a compound:
# Values run as follows: Pf Dd2 inh	GASC1 inh	C diff growth	T cruzi growth
OC[C@H]1[C@@H](c2ccc(-c3ccccc3F)cc2)[C@H]2CN(Cc3cccnc3)CCCCN21
 : -8	0.4	-1	54
COc1ccc(S(=O)(=O)Nc2cccc3c2O[C@@H](CN(C)Cc2ccc(-c4ccccc4)cc2)[C@H](C)CN([C@H](C)CO)C3=O)cc1
 : -66	-2.0	12	75
C[C@H](CO)N1C[C@H](C)[C@@H](CN(C)C(=O)C2CC2)Oc2ncc(-c3ccccc3F)cc2C1=O
 : 22	-0.2	/	28
C[C@H]1CN([C@@H](C)CO)C(=O)c2cccc(NC(=O)C3CCCCC3)c2O[C@@H]1CN(C)C(=O)Nc1ccc(F)cc1
 : -13	-3.1	0	-21
CN1C(=O)c2cc(NC(=O)C3CCCC3)ccc2OC[C@@H]2O[C@@H](CC(=O)O)CC[C@@H]21
 : 9	-0.5	-2	2
C[C@@H]1CCCCO[C@@H](CN(C)C(=O)Nc2ccc(F)cc2)[C@H](C)CN([C@H](C)CO)C(=O)c2cc(NS(=O)(=O)c3ccccc3)ccc2O1
 : -71	-2.8	5	58

# Continued.
mol	Pf Dd2 inh	GASC1 inh	C diff growth	T cruzi growth
CCCC(=O)N1C[C@H]2[C@@H](c3ccccc31)[C@@H](CO)N2Cc1cocn1	4	-1.7	-3	17
C[C@H](CO)N1C[C@H](C)[C@@H](CN(C)S(=O)(=O)c2cccc(F)c2)OCc2ccccc2-c2ccccc2C1=O	-14	-0.1	2	24
C[C@@H]1CN([C@@H](C)CO)S(=O)(=O)c2ccc(C#Cc3ccncc3)cc2O[C@H]1CN(C)C(=O)C1CCC1	-35	-1.9	0	-82
COc1ccc(S(=O)(=O)Nc2ccc3c(c2)C(=O)N([C@H](C)CO)C[C@H](C)[C@@H](CN(C)C(=O)NC(C)C)O3)cc1	10	-0.2	-3	-33
COc1cccc(S(=O)(=O)N2CCCCN3[C@@H](CO)[C@H](c4ccc(C#CCC(C)C)cc4)[C@@H]3C2)c1	-49	-1.6	5	50
CC(=O)NC[C@H]1[C@@H](c2ccc(-c3cccnc3)cc2)[C@@H](CO)N1C(=O)C1CCC1	32	-0.6	0	21
CN(C)CC(=O)N[C@@H]1CC[C@@H](CCNC(=O)C2CCC2)O[C@H]1CO	7	1.6	3	/
CO[C@H]1CN(C)C(=O)c2ccc(NC(=O)Nc3ccccc3)cc2OC[C@H](C)NC[C@@H]1C	2	-0.3	6	/
CCCC#Cc1cnc2c(c1)C(=O)N([C@H](C)CO)C[C@H](C)[C@H](CN(C)C(=O)C1CCOCC1)O2	2	0.5	2	0
C[C@@H]1CN([C@H](C)CO)C(=O)c2cc(/C=C/c3ccccc3)cnc2O[C@H]1CN(C)Cc1cccnc1	-34	2.1	-5	59
C[C@@H]1CN([C@@H](C)CO)C(=O)Cc2cc(NC(=O)CCCN(C)C)ccc2O[C@H]1CN(C)Cc1ccc(C(=O)Nc2ccccc2N)cc1	-12	-0.3	-6	/
O=S(=O)(c1cccs1)N1CCCCN2[C@@H](CO)[C@@H](c3ccc(C4=CCCC4)cc3)[C@@H]2C1	-63	-1.5	33	78
O=C(NC[C@H]1CC[C@@H]2[C@@H](CN2S(=O)(=O)c2ccccc2[N+](=O)[O-])O1)C1CCCC1	15	/	-1	/
C[C@@H]1CN([C@@H](C)CO)C(=O)c2cc(NC(=O)CCCCCC(=O)Nc3ccccc3N)ccc2O[C@@H](C)CCCCO[C@@H]1CN(C)CC1CCCCC1	-50	2.1	-1	90
Cc1ccc(S(=O)(=O)Nc2ccc3c(c2)CC(=O)N([C@@H](C)CO)C[C@@H](C)[C@@H](CN(C)Cc2ccc(C(F)(F)F)cc2)O3)cc1	0	1.9	/	27
C[C@H](CO)N1C[C@H](C)[C@@H](CN(C)CC2CC2)Oc2ccc(NS(=O)(=O)c3ccc(Cl)cc3)cc2C1=O	-16	6.9	5	4
O=C(C[C@H]1C[C@H]2c3cc(NC(=O)c4cccnc4)ccc3O[C@H]2[C@H](CO)O1)NCCN1CCCCC1	25	4.1	/	-7
C[C@H](CO)N1C[C@H](C)[C@H](CN(C)Cc2ccncc2)Oc2ccc(NS(=O)(=O)c3ccc(Cl)cc3)cc2CC1=O	-24	-2.0	-2	26
CCNC(=O)Nc1ccc2c(c1)C(=O)N(C)[C@H]1CC[C@H](CC(=O)NC3CCCCC3)O[C@H]1CO2	21	-0.3	-4	24
C[C@@H]1CN([C@H](C)CO)C(=O)c2cccc(NC(=O)Nc3ccc4c(c3)OCO4)c2O[C@H]1CN(C)C(=O)Nc1cccc2ccccc12	12	20	-2	9
C[C@H](CO)N1C[C@H](C)[C@H](CN(C)C(=O)Nc2ccccc2)Oc2ccc(NS(=O)(=O)c3cccs3)cc2CC1=O	4	-2.4	0	14
C[C@@H]1CN([C@@H](C)CO)S(=O)(=O)c2ccc(-c3cccc(F)c3)cc2O[C@@H]1CN(C)C(=O)C1CC1	9	-1.2	-4	/
CC(=O)N(C)C[C@H]1Oc2cc(C#Cc3ccccc3)ccc2S(=O)(=O)N([C@H](C)CO)C[C@H]1C	-16	2.9	-3	15
CC(=O)N1[C@@H]2Cn3c(ccc(C4=CCCC4)c3=O)[C@H]1[C@@H](C(=O)NCC1CC1)[C@@H]2CO	44	1.0	0	/
COc1ccc(NC(=O)N(C)C[C@@H]2Oc3ccc(NC(=O)CCC(F)(F)F)cc3C(=O)N([C@H](C)CO)C[C@@H]2C)cc1	2	0.5	-2	7
COc1cccc(NC(=O)N2C[C@@H](O)COC[C@@H]3O[C@@H](CC(=O)NCCCN4CCOCC4)CC[C@H]32)c1	20	1.9	4&0	/
C[C@H](CO)N1C[C@H](C)[C@H](CN(C)C(=O)Nc2ccc(F)cc2)Oc2ncc(-c3ccccc3)cc2C1=O	41	-0.1	/	-111
CC(C)NC(=O)Nc1ccc2c(c1)C(=O)N([C@@H](C)CO)C[C@@H](C)[C@@H](CN(C)Cc1ccc(C(=O)O)cc1)OCCCC[C@H](C)O2	-35	0.9	5	-2
COc1ccc2c3c(n(C)c2c1)[C@H](CO)N(C(=O)CN1CCOCC1)CC31CCN(C(=O)C2CC2)CC1	1	-0.1	-3	/
CNC[C@H]1Oc2c(NC(=O)C3CCCCC3)cccc2C(=O)N([C@H](C)CO)C[C@H]1C	31	0.0	3	-7
